Source: PubChem BioAssay
GAA glycogen mod – qHTS Assay for Inhibitors and Activators of Human alpha-Glucosidase Cleavage of Glycogen. Lysosomal alpha-glucosidase (Homo sapiens), P10253. recombinant GAA, glycogen substrate, Amplex Red glucose oxidase fluorescence. Potency, µM (top dose mostly 76.4 µM), inactives show at the highest dose activity change, negative = inhibition, actives largely listed as inhibitors. 300,000 tested, 0.38% active;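 note: 0% = full enzyme reaction and -100% = no-enzyme basal signal; the screen sought inhibitors and activators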
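Recombinant enzyme (4 nM final) with compounds titrated up to 77 uM and bovine liver glycogen (30 ug) in citrate pH 5.0, 0.01% Tween-20, 37 C 40 min. Released glucose detected by Amplex Red/glucose oxidase (Ex 573/Em 610); AC50 from Hill fits.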
TRb-SRC2 inh – qHTS for Inhibitors of the Interaction of Thyroid Hormone Receptor and Steroid Receptor Coregulator 2 | Potency, µM (titrated, usually from 106 µM), inactives show top-dose activity change, negative = inhibition, most hits filed as inhibitors | 280,000 tested, 0.065% active | Thyroid hormone receptor beta (Homo sapiens), P10828 | TRbeta-SRC2 peptide binding, fluorescence polarization; receptor liganded with 1 µM T3;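 note: plate controls were bound peptide for no effect and peptide without receptor for full effect; nearly all actives have a fitted effect of over 50% in size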
Target sequence (P10828 whole entry, looked up): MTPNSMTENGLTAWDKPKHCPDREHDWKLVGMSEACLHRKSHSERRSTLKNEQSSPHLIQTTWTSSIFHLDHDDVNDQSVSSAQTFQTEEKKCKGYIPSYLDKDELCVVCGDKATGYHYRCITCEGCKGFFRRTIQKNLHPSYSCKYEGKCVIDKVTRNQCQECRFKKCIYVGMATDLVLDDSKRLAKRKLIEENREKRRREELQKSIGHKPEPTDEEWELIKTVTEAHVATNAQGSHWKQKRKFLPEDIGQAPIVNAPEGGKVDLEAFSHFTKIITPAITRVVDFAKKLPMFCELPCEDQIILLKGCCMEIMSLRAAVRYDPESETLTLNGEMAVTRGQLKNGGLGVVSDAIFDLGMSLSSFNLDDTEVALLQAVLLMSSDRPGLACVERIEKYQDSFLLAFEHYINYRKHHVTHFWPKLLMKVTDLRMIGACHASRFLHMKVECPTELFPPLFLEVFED
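Quantitative HTS by FP: 0.6 uM TRb LBD, 20 nM labeled SRC2 20-mer, 1 uM T3, 5% DMSO; 5 hr ambient incubation; % activity per concentration and potencies from concentration series.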
RECQ1 inh – qHTS Assay for Inhibitors of RecQ-Like Dna Helicase 1 (RECQ1); RECQ1 DNA unwinding, red fluorescence kinetic read; Potency, µM (doses to about 57.3 µM), inactives show at the top dose activity, negative = inhibition, usual class: inhibitors; 240,000 tested, 0.54% active; AID 2549, 2010;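 note: plate controls were vehicle for no effect and no enzyme for full effect; nearly all actives have a fitted effect of over 30% in size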
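RECQ1T1 50 nM; forked duplex (20 bp + 30-nt ss tails) 200 nM, ATP 2 mM final; pH 8.0, 2 mM MgCl2, 2.5 ug/ml poly(dI-dC); 15 min compound preincubation; discontinuous kinetic read over 2 h at RT.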
GoLoco inh red – qHTS Assay for Inhibitors of RGS12 GoLoco Motif Activity (Red Fluorophore); Guanine nucleotide-binding protein G(i) subunit alpha-1 (Homo sapiens), P63096; Gai1:RGS12 GoLoco peptide FP, rhodamine, 10 min; Potency, µM (titrated, usually from 61.6 µM), inactives show top-dose activity, negative = inhibition, usual class: inhibitors; 230,000 tested, 0.44% active; AID 880, 2007; active = well fitted inhibition curve with a large enough effect, not every such curve was filed as active; inactive = no such curve, though single readings can be large or run the other way; note: nearly all actives have a fitted effect of over 30% in size; many of its hits are not listed in these tables
Target sequence (P63096 whole entry, looked up): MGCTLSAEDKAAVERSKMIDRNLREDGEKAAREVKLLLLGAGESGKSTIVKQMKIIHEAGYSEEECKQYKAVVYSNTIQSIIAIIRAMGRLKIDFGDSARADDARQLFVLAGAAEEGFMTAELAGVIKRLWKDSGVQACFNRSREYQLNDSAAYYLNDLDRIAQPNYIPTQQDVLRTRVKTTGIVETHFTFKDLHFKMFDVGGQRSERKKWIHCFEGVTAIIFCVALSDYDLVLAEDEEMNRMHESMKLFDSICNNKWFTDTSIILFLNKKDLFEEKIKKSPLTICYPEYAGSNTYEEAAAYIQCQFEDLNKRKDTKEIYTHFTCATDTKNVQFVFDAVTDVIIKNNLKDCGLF
TexasRed fluor – Total Fluorescence Counterscreen for Inhibitors of the Interaction of Thyroid Hormone Receptor and Steroid Receptor Coregulator 2. TRb/SRC2 Texas Red total fluorescence interference. Potency, µM (series often up to 106 µM), for the others: at the highest dose fluorescence change, negative = quenching. 280,000 tested, 0.29% active; active = well fitted curve in either direction with a large enough effect; inconclusive = small, poorly fitted or top-dose-only effect
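Flags fluorescent or light-absorbing compounds by total fluorescence, S + 2P, at 555 nm excitation and 632 nm emission. Mixture: 20 nM Texas Red SRC2 peptide, 0.6 uM human TRb LBD, 1 uM T3, 5% DMSO; compound exposure 5 h at ambient temperature.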
aGlu spleen mod – qHTS Assay for Inhibitors and Activators of Human alpha-Glucosidase From Spleen Homogenate. Lysosomal alpha-glucosidase (Homo sapiens), P10253. human spleen homogenate, 4-MU-alpha-glucoside fluorescence. Potency, µM (doses to about 79.9 µM), for inactives: at the top dose activity change, negative = inhibition, most hits filed as inhibitors. 240,000 tested, 0.006% active;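 note: 0% = enzyme with vehicle and -100% = no enzyme basal signal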
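Enzyme source: human spleen homogenate, 1 ug/well. Buffer 50 mM citric acid/K phosphate pH 5.0, 0.01% Tween-20. 4-MU-alpha-glucoside 1 mM; 37 C x 40 min; NaOH/glycine stop; fluorescence.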
L3MBTL1 inh – qHTS Assay for the Inhibitors of L3MBTL1; Lethal(3)malignant brain tumor-like protein 1 (Homo sapiens), Q9Y468; AlphaScreen L3MBTL1–H3K9me1 peptide binding; Potency, µM (series often up to 57.1 µM), for inactives: at the highest dose activity, negative = inhibition, hits mostly inhibitors; 230,000 tested, 0.66% active; AID 485360, 2010; note: nearly all actives have a fitted effect of over 60% in size
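L3MBTL1 50 nM + b-AHA-H3(1-15)K9me1 75 nM, 30 min RT; compound added, 30 min RT; streptavidin donor/Ni-chelate acceptor beads 10 ug/mL each final, 30 min RT dark; AlphaScreen read.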
GAA inh – qHTS Assay for Inhibitors of Human alpha-Glucosidase as a Potential Chaperone Treatment of Pompe Disease; purified human GAA, 4-MU-alpha-glucoside fluorescence; 200,000 tested, 0.005% active; Potency, µM (series often up to 76.9 µM), without a hit: at the top dose activity change, negative = inhibition, hits mostly inhibitors; Lysosomal alpha-glucosidase (Homo sapiens), P10253; AID 1466, 2008;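 note: plate controls were uninhibited enzyme wells for no effect and no-enzyme background for full effect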
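Activity normalized between no-enzyme (basal) and enzyme-only wells. Conditions: 4 nM human enzyme, 400 uM fluorogenic substrate, citrate/phosphate pH 5.0 with Tween-20, 20 min room temperature, compounds up to 77 uM.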
Starred values were filed as active, the others as inactive; i = inactive; ? = inconclusive; / = no result given; & = joins results of further samples; [ ] = remark or other dose. Unless noted, calls come from the whole dose curve; as a rule, active = well fitted curve in the direction sought with a large enough effect; inconclusive = small, poorly fitted or top-dose-only effect, or another doubt; inactive = no such curve, though single readings can be large; an effect the other way counts as inactive or inconclusive. Unless noted, % is set by controls: 0 for no effect and ±100 for the full control effect; potency is the fitted concentration of half-maximal effect.

canonical_smiles | RECQ1 inh | aGlu spleen mod | GAA glycogen mod | TRb-SRC2 inh | TexasRed fluor | GoLoco inh red | GAA inh | L3MBTL1 inh
O=C(Nc1ccc2c(c1)OCO2)c1cccs1 | -2% | 2% | 2% | 5% | 0% | 20% | -7% | /
CCOC(=O)N1CCC(NC(=O)c2ccc3c(c2)N(C)CCS3)CC1 | i | -4% | -26% | 1% | -3% | -9% | -7% | -9%
CCCC(=O)Nc1ccc(C(=O)NNC(=S)NC(=O)c2ccc(Br)o2)cc1 | i | -8% | ? | -2% | 6% | 6% | -6% | 14%
Cc1ccc(SC(C)C(=O)N2CCC(C(N)=O)CC2)cc1 (stereo not drawn) | 13% | 3% | 11% | -10% | 0% | 9% | -34% | 10%
Cc1cccc2cc(CN(Cc3ccccc3)C(=S)NCCCN(C)C)c(=O)[nH]c12 | 14% | 2% | 6% | 0% | -2% | 2% | -4% | -7%
COc1ccc(C)cc1S(=O)(=O)N1CCCCCC1 | -10% | -6% | 2% | 0% | 0% | 7% | / | /
COc1cc(C(=O)Nc2ccc(Br)cc2C(=O)c2cc(OC)c(OC)c(OC)c2)cc(OC)c1OC | -4% | -4% | 2% | 3% | -1% | -1% | 5% | 2%
O=[N+]([O-])c1ccc(N/N=C/c2ccccc2)cc1 | -5% | 0% | -7% | -7% | -3% | 6% | 0%[15.4 µM] | 6%
CCCCCCN1C=CC=C/C1=C\C=C(C#N)C#N | 17% | -5% | 6% | -2% | -3% | 3% | / | ?
COc1ccc(/C=C/c2cc(OC)cc(=O)o2)cc1 | -27%&2% | -4%&4% | / | 1%&-1% | -4%&-4% | 2%&-6% | / | /
CCN1CCN(c2ccc(NC(=O)c3ccc4c(c3)[nH]c(=O)n4Cc3ccc(F)cc3)cc2)CC1 | 1% | -3% | 8% | -3% | -2% | 6% | 10% | ?
O=C(NCCO)c1cc2c(s1)CCC2 | -3% | -12% | 7% | 6% | 3% | -3% | 4% | -4%
O=C(Nc1ncc(Cc2cccc(Cl)c2Cl)s1)c1ccc([N+](=O)[O-])cc1 | -1% | -21% | 3% | -5% | -1% | -1% | -3% | -3%
CCSc1nnc2nc3[nH]c4c(C)cccc4c3nn12 | -11% | -5% | -13% | -6% | -1% | -7% | 2% | /
COc1ccc(C(=O)Nc2cccnc2Sc2ccc(Cl)cc2)cc1 | -6% | -3% | 5% | -3% | 0% | 0% | / | 18%
Cc1ccccc1C(=O)Nc1nnc(CC(=O)N/N=C/c2ccco2)s1 | 11% | 5% | -9% | 9% | 0% | -2% | / | /
CCCCOc1ccc(-c2c(C#N)c(N)nc(SCC(N)=O)c2C#N)cc1 | -5% | 0% | -15% | 1% | 1% | 20% | -7% | ?
O=C(/C(=C/O)N=Nc1ccccc1Cl)c1ccccc1 | i | 5% | -19% | 4% | -6% | 5% | -6% | ?
CCCc1cc(=O)n2[nH]c(NCc3ccc(OC)cc3)nc2n1 | i | / | -4% | -1% | -3% | 12% | -4% | -12%
Cn1c(N)c(C(=O)COC(=O)C2(c3ccccc3F)CCCC2)c(=O)n(C)c1=O | i | 2% | 3% | -2% | -1% | 7% | -7% | 10%

The final 3 compounds of the part before are carried over, then new ones follow.
canonical_smiles | RECQ1 inh | aGlu spleen mod | GAA glycogen mod | TRb-SRC2 inh | TexasRed fluor | GoLoco inh red | GAA inh | L3MBTL1 inh
O=C(/C(=C/O)N=Nc1ccccc1Cl)c1ccccc1 | i | 5% | -19% | 4% | -6% | 5% | -6% | ?
CCCc1cc(=O)n2[nH]c(NCc3ccc(OC)cc3)nc2n1 | i | / | -4% | -1% | -3% | 12% | -4% | -12%
Cn1c(N)c(C(=O)COC(=O)C2(c3ccccc3F)CCCC2)c(=O)n(C)c1=O | i | 2% | 3% | -2% | -1% | 7% | -7% | 10%
N#Cc1cc2c(=O)n3ccccc3nc2n(-c2ccccc2Cl)c1=O | i | ? | -5% | -3% | -1% | 16% | ? | /
Cc1c(CCOC(=O)C23CC4(C)CC(C)(CC(C)(C4)C2)C3)sc[n+]1CC(=O)c1ccccc1 | i | -2% | -7% | -1% | -4% | 5% | 3% | 1%
COCCn1c(C)cc(C(=O)COc2ccc(C)nc2[N+](=O)[O-])c1C | -17% | -3% | 1% | -3% | 0% | 6% | 0% | -16%
CN(/N=C/c1cccnc1)c1cnc2ccccc2n1 | -2% | 3% | 0% | -1% | -2% | 9% | ? | 5%
O=C(Nc1ccc(Cl)cn1)c1ccc2ccccc2n1 | i | -1% | 12% | -8% | 1% | -6% | -3% | -6%
CCc1cc(=O)oc2cc(OC(C)=O)cc(OC(C)=O)c12 | i | ? | 5% | 5% | -6% | -9% | ? | -7%
O=C1CC(N2CCN(c3ccccc3)CC2)C(=O)N1c1ccc2c(c1)OCCO2 (stereo not drawn) | i | 3% | -9% | -2% | 1% | 1% | 1% | /
O=C(CN1c2cccc3cccc(c23)S1(=O)=O)NCc1ccc2c(c1)OCO2 | -4% | 2% | -6% | -2% | 2% | 67%[activator] | 2% | -3%
Cc1ccc(C)c(NC(=O)/C(C#N)=C/c2ccc(Sc3nncn3C)c([N+](=O)[O-])c2)c1 | -13% | -6% | 10% | 1% | -2% | 2% | -3% | -7%
Cc1ccc2c(c1)N(C(C)C(=O)NCCc1ccccc1)C(=O)CO2 (stereo not drawn) | -14% | 7% | -1% | -3% | 1% | 3% | -5% | 7%
O=C(c1cccc(C(F)(F)F)c1)N1CCc2c([nH]c3ccccc23)C1C(F)(F)F (stereo not drawn) | -2% | 1% | -12% | 2% | -1% | -1% | -1% | -12%
Cc1cc(C)nc(N2CCCC(C(=O)NCc3cccs3)C2)n1 (stereo not drawn) | -13% | 1% | -4% | 5% | -1% | / | -2% | 10%
Cc1ccc(S(=O)(=O)Nc2n[nH]nc2C(=O)NC2CCCCC2)cc1 | i | / | 4% | -4% | -3% | 3% | -3% | -24%
CCN(CC)c1ccc(/C=N/NC(=O)c2ccoc2C)c(O)c1 | -6% | 6% | 2% | -2% | -2% | 4% | / | -14%
Cc1ccc(-c2ccc(=O)[nH]n2)cc1 | i | 0% | -4% | -2% | -1% | 8% | 8% | 12%
Nc1ccc(O)c2c1C(=O)c1ccccc1C2=O | 1% | -5% | 1% | -5% | 3% | -10% | -1%[15.4 µM] | ?
CC1(C)CC(=O)C(C=NCC(N)=O)=C(O)C1 | i | 2% | 7% | 4% | -4% | / | -4% | 20%
COc1ccc(/C(N)=N/OC(=O)CCc2ccccc2)cc1 | -6% | -4% | -11% | 8%[53 µM] | 1%[53 µM] | 5% | -7% | 165%[activator]
O=C(NC1CCCc2ccccc21)C12CC3CC(CC(O)(C3)C1)C2 (stereo not drawn) | -13% | -1% | 2% | 0% | -2% | 5% | 5% | /
COc1ccc(/C=N/NC(=O)CCc2ccccc2)cc1O | -29% | -6% | -5% | 6% | -2% | 14% | 5% | -1%
O=S(=O)(Cc1ccc(Cl)cc1)C1CCCCC1O (stereo not drawn) | 9% | 0% | 5% | 5% | -8% | 4% | / | 10%
O=C(COC(=O)CC1CC2CCC1C2)Nc1c(F)cccc1F (stereo not drawn) | i | -6% | -5% | 2% | 1% | 0% | 3% | 29%
O=C1NC(=S)S/C1=C\c1coc2ccc(O)cc2c1=O | -20% | -3% | -13% | 19% | -25% | 40%[activator] | -7% | -19%
C=CCOC(=O)N[C@@H](c1ccc(Br)cc1)C(C(C)=O)C(C)=O | -5% | -12% | / | 4% | -2% | -2% | / | /
CC(C)(C)NC(=O)CN1CCC(O)(c2ccccc2)CC1 | -1% | 1% | 7% | -2% | -1% | 1% | -13% | 2%
CCN(CCCNC(=O)COc1cc(=O)n(CC)c2ccccc12)c1ccccc1 | -1% | -6% | -5% | 7% | -6% | -1% | -4% | -14%
CCc1nnc(NC(=O)CSc2nnc(C)n2-c2ccc(C)cc2)s1 | -5% | 0% | -1% | 9% | 0% | -20% | 3% | /
COc1ccc(N(CC(=O)Nc2cccc(C)c2C)S(=O)(=O)c2c(C)n[nH]c2C)cc1 | -7% | -6% | -2% | 5% | 0% | 1% | ? | -7%
O=C(NNC(=O)c1sccc1-n1cccc1)Nc1ccc(F)cc1 | -4% | / | ? | 6% | -1% | 7% | -5% | -12%
CCCn1c(N)c(Sc2ccc([N+](=O)[O-])cc2)c(=O)n(CCC)c1=O | -2% | -3% | -4% | 1% | -5% | 4% | 2% | -6%
O=C(c1ccccc1Cl)N1CCc2ccccc2C1 | -1% | -2% | -3% | -6% | -4% | -3% | 2% | 8%
Cc1ccc(NC(=O)Cn2nc(C)c3ccccc3c2=O)cc1F | -3% | 3% | 4% | -3% | -3% | 6% | 4% | -9%
CCOC(=O)c1oc2nc(C)c3c(c2c1N)CC(C)(C)OC3 | -13% | -3% | 4% | 3% | -1% | 2% | -22% | -5%
COc1ccc(-c2c(C)oc3c(CN4CCCCC4C)c(O)ccc3c2=O)cc1OC (stereo not drawn) | -7% | -1% | 2% | -7% | 0% | 5% | 8% | 13%
CCOC(=O)c1cnn(-c2cc(C)cc(C)c2)c1N | i | -4% | 6% | -4% | 0% | 9% | 14% | 3%
CC(CNC(=O)C(=O)NC(C)CCc1ccccc1)Cc1ccccc1 (stereo not drawn) | -4% | 3% | 6% | -8% | 2% | -9% | 2% | -2%
CNc1cnn(-c2ccc(C)cc2)c(=O)c1Cl | -3% | -1% | 0% | 11% | -1% | 2% | 7% | -2%

Some of the compounds tested; count on the stated rates, not on these rows.
